Lipid droplet: inhibitors of hepatocyte lipid droplet formation, primary screen, imaging, high-throughput imaging, BODIPY stain. inhibition, % at 6.5 µM. AID 1656, 2009. AML12 mouse hepatocytes, oleate lipid droplets. 0.4% of 240,000 active;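 active means lipid droplet intensity inhibited by at least 50%, with more than 500 cells counted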
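Test system: AML12 mouse liver cells; schedule: overnight exposure; technique: high-content imaging of BODIPY-stained droplets and DAPI nuclei; read-out: % inhibition of corrected integrated BODIPY droplet signal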
TNAP activation fold: human TNAP enzyme activators, primary screen, biochemical, luminescent, no phosphate acceptor, uHTS (AID 1001) | purified TNAP, luminescent activation assay, no phosphate acceptor; higher activation fold means a stronger effect | Alkaline phosphatase, tissue-nonspecific isozyme (Homo sapiens) | 0.03% of 200,000 active | one-dose activation fold at 20 µM; EC50 in µM for titrated hits; in the data active means activation fold from about 3, or a potency from the dose series; inactive means the rest, 99 in 100 with activation fold below about 1.6; further: many of its hits are not listed in these tables
M1AAP inhibition: P. falciparum M1AAP inhibitors, biochemical, fluorogenic H-Leu-NHMec substrate, 1536-well (AID 1445); recombinant M1AAP, H-Leu-NHMec fluorogenic kinetic assay; higher % means a stronger effect; inhibition, % at 30 µM, or IC50 in µM where a hit was titrated; 0.42% of 220,000 active;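 active means primary inhibition above the hit cutoff, then over 50% inhibition at one or more dose response concentrations, cut at about 23% in these data, passing the limit was not always enough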;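 further: plate controls were DMSO full reaction for no effect and no enzyme background for full effect; strong numbers were not always called active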
PMI inhibition: human PMI inhibitors, high substrate, primary screen, biochemical, fluorescence intensity, high mannose 6-phosphate (AID 1220). Mannose-6-phosphate isomerase (Homo sapiens). recombinant PMI enzyme, coupled fluorescence intensity; higher % means a stronger effect. inhibition, % at 20 µM; hits with a dose series show IC50 in µM. 0.66% of 190,000 active
UTI89 phage lysis: inhibition of K1F phage lysis, E. coli UTI89, bacterial capsule biogenesis inhibitors, alamar blue (AID 488966); E. coli UTI89 K1F phage lysis, alamar blue, 2 h; higher % means a stronger effect; inhibition, % at 100 µM; hits with a dose series show IC50 in µM; 0.02% of 340,000 active;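 active means phage lysis inhibition, versus mean bacterial control, above a set limit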;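 further: capsule biogenesis inhibitors block K1F phage lysis so surviving cells raise fluorescence; higher fluorescence means more inhibition of phage lysis; actives were called in the ten point dose series up to 300 µM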
SIAH1 antagonists: Siah-1 peptide-binding antagonists, primary screen, biochemical, fluorescence polarization, rhodamine-plectin, uHTS (AID 1817). E3 ubiquitin-protein ligase SIAH1 (Homo sapiens). Siah-1 / rhodamine-plectin peptide fluorescence polarization; higher % means a stronger effect. displacement, % at 20 µM; hits with a dose series show IC50 in µM. 0.02% of 290,000 active;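 active means displacement of at least 50% at 20 µM, with a fluorescence ratio check between 0.3 and a set limit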;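 further: plate controls were Siah plus tracer with DMSO for no effect and tracer alone without Siah for full effect; strong numbers were not always called active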
XIAP displacement: XIAP antagonists, biochemical, IAP family, fluorescence polarization (AID 1018) | displacement, % at 20 µM; hits with a dose series show IC50 in µM | 0.007% of 200,000 active | XIAP BIR domain, fluorescence polarization peptide displacement; higher % means a stronger effect | E3 ubiquitin-protein ligase XIAP (Homo sapiens); in the data active means displacement above about 50%; further: a part of the inactive calls stands beside numbers as strong as those of hits
M17LAP inhibition: P. falciparum M17LAP inhibitors, primary screen, biochemical, fluorogenic H-Leu-NHMec substrate, 1536-well (AID 1619) | recombinant M17LAP, H-Leu-NHMec fluorogenic kinetic assay; higher % means a stronger effect | inhibition, % at 30 µM; hits with a dose series show IC50 in µM | 0.38% of 220,000 active;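 active means compound inhibiting the enzyme by more than half at any dose during confirmatory dose-response retesting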;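 further: plate controls were full reaction with DMSO carrier for no effect and no enzyme background for full effect; strong numbers were not always called active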
human PMI inhibition: inhibitors of human PMI, primary screen, biochemical, fluorescence intensity, coupled assay (AID 1209). Mannose-6-phosphate isomerase (Homo sapiens). purified PMI enzyme, coupled fluorescence intensity; higher % means a stronger effect. inhibition, % at 20 µM; hits with a dose series show IC50 in µM. 0.42% of 190,000 active;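 further: plate controls were DMSO vehicle for no effect and wells lacking substrate for full effect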
Lipid droplet cells 6.5 µM: further read-out of Lipid droplet, marked with its call; cell count; measured here: cell count, cytotoxicity flag;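 cells counted across two imaged fields per well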
* marks the source's active call; other numbers are inactive results; x = not tested or not shown; [ ] = another dose, or the depositor's remark. Unless noted, no stated cut-off is given here; in the data, active means inhibition above about 50%; inactive means the rest. Rows are unselected (roughly 1.9% active in at least one column).

SMILES | Lipid droplet | Lipid droplet cells 6.5 µM | TNAP activation fold | M1AAP inhibition | PMI inhibition | UTI89 phage lysis | SIAH1 antagonists | XIAP displacement | M17LAP inhibition | human PMI inhibition
Cc1ccc(S(=O)(=O)NCc2ccco2)cc1C(N)=O | 31.0 | 724 | 1.1 | 1.1% | -1.2% | 2.0% | 0.4% | -4.1% | -7.2% | 1.6%
COc1ccc(-c2cc(C(F)(F)F)n3ncc(C(=O)N4CCCCC4c4cccnc4)c3n2)cc1 (stereo not given) | -1.6 | 638 | 1.1 | 1.9% | -9.4% | -0.1% | 2.3% | -0.6% | 3.2% | 1.5%
CS(=O)(=O)Nc1ccc(C(=O)Nc2cccc([N+](=O)[O-])c2)cc1 | -5.2 | 713 | 1 | 8.3% | 6.2% | 1.0% | 5.6% | -6.8% | 8.8% | 12.2%
CNC(=O)CN1C(=O)CSc2nc(C)cc(C)c21 | 34.5 | 635 | 0.9 | -1.0% | 0.0% | -1.2% | -1.1% | -8.3% | -13.4% | 1.2%
N#CCSc1nnc(COc2ccc3ccccc3c2)o1 | x | x | 1.1 | -5.5% | 12.4% | 0.1% | -1.6% | -0.8% | -9.4% | -0.6%
CCc1cccc(OCCCCNCCO)c1 | x | x | 1.1 | 3.9% | -6.4% | 6.2% | -0.6% | 0.0% | 19.6% | -3.5%
CCCc1cc(=O)[nH]c(SCC(=O)Nc2ccc(Br)cc2)n1 | -1.3 | 765 | x | 8.7% | x | 0.1% | 5.7% | x | -2.6% | x
COC(=O)c1ccc(Oc2nc(NC(C)C)nc(SC)n2)cc1 | 2.7 | 769 | 1.1 | -6.8% | 4.3% | 0.3% | -1.6% | -0.8% | 4.8% | 11.0%
c1ccc(CCC2CCCCN2Cc2cn[nH]c2-c2cc3ccccc3o2)nc1 (stereo not given) | -6.7 | 714 | 1.1 | 4.0% | 0.1% | 0.1% | -0.7% | -6.7% | 11.4% | 8.3%
O=C(NCc1ccccc1Cl)C1CC(=O)N(Cc2ccccc2)C1 (stereo not given) | 8.5 | 657 | 1.3 | 0.1% | -8.4% | 0.1% | -0.2% | -3.6% | 1.2% | -5.4%
CCCOc1c(Br)cc(C2C3=C(CCCC3=O)N(CC)C3=C2C(=O)CCC3)cc1OC | -24.9 | 721 | 0.9 | 0.2% | -7.7% | -0.3% | -4.8% | -5.1% | -2.0% | -1.5%
COc1ccc(-c2nnc3ccc(SCC(=O)NCc4ccco4)nn23)cc1 | x | x | 1.1 | 0.4% | 4.6% | 3.5% | 2.9% | -5.6% | -0.8% | 1.0%

Part of the list above in order of count of non-hydrogen atoms, lowest first:
SMILES | Lipid droplet | Lipid droplet cells 6.5 µM | TNAP activation fold | M1AAP inhibition | PMI inhibition | UTI89 phage lysis | SIAH1 antagonists | XIAP displacement | M17LAP inhibition | human PMI inhibition
CNC(=O)CN1C(=O)CSc2nc(C)cc(C)c21 | 34.5 | 635 | 0.9 | -1.0% | 0.0% | -1.2% | -1.1% | -8.3% | -13.4% | 1.2%
N#CCSc1nnc(COc2ccc3ccccc3c2)o1 | x | x | 1.1 | -5.5% | 12.4% | 0.1% | -1.6% | -0.8% | -9.4% | -0.6%
CS(=O)(=O)Nc1ccc(C(=O)Nc2cccc([N+](=O)[O-])c2)cc1 | -5.2 | 713 | 1 | 8.3% | 6.2% | 1.0% | 5.6% | -6.8% | 8.8% | 12.2%

Later entries.
SMILES | Lipid droplet | Lipid droplet cells 6.5 µM | TNAP activation fold | M1AAP inhibition | PMI inhibition | UTI89 phage lysis | SIAH1 antagonists | XIAP displacement | M17LAP inhibition | human PMI inhibition
O=C(c1c(F)cccc1F)N1CCN(c2cccc(C(F)(F)F)c2)CC1 | x | x | 1.1 | -2.4% | -2.2% | 0.7% | -2.7% | -5.1% | 5.7% | 0.4%
O=C(Nc1ccccn1)c1ccc(=O)[nH]n1 | 3.2 | 708 | 1.1 | 1.8% | 17.2% | 0.1%[50 µM] | -3.2% | -4.5% | 12.3% | 19.8%
NC(=O)N/N=C/c1cccc(C(F)(F)F)c1 | 11.8 | 726 | x | -0.5% | x | -0.1% | 5.5% | x | -1.8% | x
COc1cccc(NC(=S)NCCN2CCOCC2)c1 | 6.5 | 642 | 1 | -2.0% | -2.2% | 2.6% | 2.3% | -4.3% | 5.7% | -6.7%
O=C1NCC2=C1C(c1ccc(Br)cc1)Nc1ccccc1N2 (stereo not given) | x | x | 1.1 | 18.0% | 10.9% | 0.3% | 1.7% | 0.0% | 19.1% | -15.3%
COc1ccc(NC(=O)COC(=O)CCCOc2ccc(Cl)cc2Cl)cc1Cl | 9.3 | 666 | 1.2 | -1.8% | 15.7% | -0.2% | 5.3% | -4.9% | 2.6% | 17.4%
COc1ccc([N+](=O)[O-])cc1NS(=O)(=O)c1cc(C(=O)O)ccc1OC | 8.3 | 703 | x | 4.4% | x | 0.2% | 3.8% | x | 2.7% | x
Cc1cc(Cl)ccc1OCCn1cncn1 | -1.1 | 740 | 1.1 | -0.3% | -13.9% | 0.3% | 0.5% | 1.9% | 1.4% | -9.7%
CCOC(=O)Nc1nc2ccccc2s1 | 13.8 | 832 | 1 | -8.9% | 6.7% | 0.0% | 0.8% | -5.4% | 8.2% | 12.4%
CN(C)C(=O)CSc1nnc(-c2ccc(F)cc2)c2ccccc12 | -11.3 | 691 | x | 7.2% | x | 0.3% | -1.9% | x | -3.8% | x
Cc1ccccc1NC(=O)/C(=C\c1cccs1)NC(=O)c1ccccc1 | x | x | 0.9 | 1.1% | -5.8% | -0.1% | -2.6% | -21.7% | 10.6% | -10.8%
COc1cc(/C=N/OCC(=O)NC2CCS(=O)(=O)C2)ccc1OC(F)F (stereo not given) | 3.5 | 694 | 1 | 1.3% | -0.6% | 0.5% | 1.1% | -8.6% | -1.7% | -5.0%
Cc1cc(C)n2c(Br)c(CSc3nc4ccccc4o3)nc2n1 | x | x | 1.1 | 10.4% | 2.9% | -0.3% | -3.5% | -8.1% | -9.9% | 10.4%
Oc1cccc(C(=S)N2CCCCC2)c1 | 3.0 | 633 | 1.1 | 4.4% | 13.1% | -0.1% | 15.9% | -4.1% | 7.8% | 38.1%
COc1ccc(C(=O)Cn2nnc(-c3ccc(N4CCOCC4)cc3)n2)cc1OC | x | x | 1.1 | 7.2% | 1.7% | 0.0% | 3.7% | -0.2% | 0.0% | 9.9%
COc1cc(SC)ccc1C(=O)NC1CCCCC1 | x | x | 1.1 | -2.8% | -5.7% | 0.1% | -4.1% | -5.9% | 3.3% | -2.0%
CCOC(=O)c1nnn(-c2nonc2-c2ccccc2)c1C | x | x | 1.1 | 6.5% | -10.0% | 2.1% | -0.3% | 1.9% | -12.1% | -1.8%
Cc1cc(NC(=O)c2ccccc2Cl)n(C(C)(C)C)n1 | 0.9 | 694 | x | 0.0% | x | x | 10.3% | x | 2.0% | x
Cc1ccnc(NC(c2cccnc2)c2ccc3cccnc3c2O)c1 (stereo not given) | 3.6 | 726 | 1.2 | -2.7% | 18.0% | -0.6% | -8.2% | -5.3% | 1.6% | 21.8%
CCOC(=O)Cc1csc(NS(=O)(=O)c2ccc(Cl)cc2)n1 | -6.2 | 630 | 1.1 | 3.1% | 1.1% | 1.1%[50 µM] | 2.6% | 1.2% | 47.6% | 7.1%
COC(=O)CSc1nc(SCc2ccc(C)cc2)nc2c1CCCC2 | -4.9 | 601 | 1.1 | 0.2% | 8.2% | 0.2% | 5.1% | -0.5% | -9.1% | 10.9%
CNC(=O)/C(C#N)=C/c1c(N(Cc2ccccc2)Cc2ccccc2)nc2c(C)cccn2c1=O | -7.5 | 588 | 1.1 | 4.9% | -3.7% | 6.3% | -0.8% | -5.0% | -2.9% | 12.5%
COc1ccc(C(=O)N2CCC(n3nnc4cc(F)ccc43)CC2)cc1OC | -0.1 | 698 | 1.1 | -2.4% | -8.7% | 0.2% | 4.8% | -22.2% | 6.4% | -44.2%
Cc1ccc(Oc2ncccc2N)c2c1CCC2 | 0.1 | 729 | x | -3.4% | x | 0.2% | -1.2% | x | -3.1% | x
CCCn1c(SCC(=O)N2CCc3ccccc32)nnc1-c1ccncc1 | x | x | 1.2 | 7.0% | -5.6% | x | 2.2% | 3.8% | -7.2% | -9.2%
C#CCOCCOCCOCCNc1nc(N2CCN(C(=O)[C@H](CCC(=O)O)n3cc(C(N)CO)nn3)CC2)nc(N2CCN(C(=O)[C@H](CCCCN)n3cc(C(N)CC(C)C)nn3)CC2)n1 (stereo not given in full) | -2.4 | 652 | x | 1.6% | x | x | -5.0% | x | 11.0% | x
CC(=O)Nc1ccc(Oc2ccc(-c3noc(C)n3)cc2)cc1 | 0.0 | 807 | 1.1 | -1.6% | -3.2% | 0.0% | -4.5% | -3.7% | -6.4% | 5.2%
COc1ccc(CNC(=O)Nc2cccc(C(F)(F)F)c2)cc1OC | -17.3 | 641 | 1.3 | -0.1% | 16.4% | 0.6% | 0.2% | -6.6% | 0.2% | 24.3%
CC(=O)C1(C)N(O)C(C)(C)C(c2ccco2)=[N+]1[O-] (stereo not given) | x | x | 1.1 | -8.9% | -1.8% | 0.7% | 3.5% | -0.6% | -10.0% | 3.7%
CC(C)=C1C2CCC1C(C(=O)Nc1sc(C)c(-c3ccc(C(C)C)cc3)c1C(N)=O)C2C(=O)O (stereo not given) | -71.8 | 652 | 1 | -1.6% | 1.6% | 0.4% | -1.1% | 3.4% | -4.0% | 4.8%
O=C(O)CCC(=O)Nc1ccc(Sc2ccc([N+](=O)[O-])cc2)cc1 | -3.7 | 575 | 1.3 | 16.4% | -6.1% | -0.4%[50 µM] | 3.8% | -3.4% | 33.0% | 1.4%
Cc1ccc(-c2csc3nc4c5ccccc5c(NCCCN5CCOCC5)nn4c(=O)c23)cc1 | -1.7 | 602 | 1.1 | 5.7% | -4.8% | x | -3.7% | -4.1% | -4.8% | 2.2%
Cc1cc(N/N=C/c2ccc(O)cc2O)nc(-n2nc(C)cc2C)n1 | -34.7 | 547 | 2.1 | -0.8% | x | 0.6% | -2.2% | -4.9% | -5.7% | x
COc1ccc(CC(=O)Nc2ccc(S(=O)(=O)N(C)C)cc2)cc1OC | x | x | 1.2 | 2.3% | 0.9% | 0.2% | 3.9% | -0.8% | -0.8% | -5.0%
Cc1cnc(C(=O)Nc2nnc(C)s2)cn1 | x | x | 1 | -4.3% | -4.9% | 0.2% | 3.2% | -3.1% | 13.0% | -3.0%
CC(NS(=O)(=O)c1ccccc1)C(c1cccs1)N1CCN(C)CC1 (stereo not given) | x | x | 0.8 | 12.4% | -2.8% | 3.8% | 3.1% | -1.5% | -1.4% | 1.7%
CS(=O)(=O)N(CC(=O)NCC1CCCO1)c1ccc(Cl)c(Cl)c1 (stereo not given) | 11.1 | 792 | 1.1 | -1.7% | 0.3% | 1.5% | 4.6% | -4.8% | 0.0% | 5.7%

Assay outcomes: PubChem BioAssay, several laboratories
